# High-throughput results: PubChem, several laboratories
# EBV gp42 block: Epstein-Barr virus gp42 inhibitors, primary screen, biochemical, uHTS, fluorescence polarization; Glycoprotein 42 (Epstein-Barr virus (strain AG876)), Q1HVG2; Fluorescence polarization binding assay, mP read-out; inhibition, % (tested at 21.74 µM); 0.42% of 220,000 active; in the data active means inhibition above about 50%
# Target sequence (Q1HVG2 whole entry, looked up): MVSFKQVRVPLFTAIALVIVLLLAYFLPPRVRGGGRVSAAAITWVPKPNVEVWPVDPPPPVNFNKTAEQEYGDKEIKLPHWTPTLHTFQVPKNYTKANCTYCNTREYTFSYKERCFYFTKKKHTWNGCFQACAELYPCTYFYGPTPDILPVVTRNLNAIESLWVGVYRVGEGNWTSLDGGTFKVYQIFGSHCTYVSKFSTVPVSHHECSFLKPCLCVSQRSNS
# p47phox inh: p47phox/p22phox peptide binding inhibitors, primary screen, biochemical, uHTS, NADPH oxidase regulatory subunit; fluorescence polarization, 2 h; inhibition, % at 24.7 µM; 0.53% of 220,000 active; AID 1274, 2008;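 further: 0% = p47phox with labelled peptide and 100% = labelled peptide alone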
# eIF4E-4G inh: eIF4E–eIF4G protein interaction inhibitors, primary screen, biochemical, uHTS, TR-FRET, eIF4GI fragment | Eukaryotic translation initiation factor 4E (Mus musculus) + Eukaryotic translation … | TR-FRET eIF4E-eIF4GI(517-606) binding, 2 h | inhibition, % at 21.7 µM | 0.37% of 220,000 active | AID 782, 2007;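 further: 0% = full FRET control wells and 100% = background wells lacking eIF4GI fragment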
# Furin inhibitor: human furin inhibitors, primary screen, biochemical, fluorescence intensity; purified furin, fluorogenic substrate cleavage; inhibition, % at 30 µM; AID 463115, 2010; P09958; 0.061% of 220,000 active; in the data active means inhibition above about 25%; further: inactives centre near -15
# thrombin 1536: human alpha-thrombin inhibitors, primary screen, counter-screen for coagulation protease inhibitor project, biochemical, 1536-well, fluorogenic AMC substrate. Boc-VPR-AMC fluorogenic substrate cleavage. inhibition, % at 5 µM. 0.26% of 220,000 active;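 active means inhibition at or above 40%; inactive means inhibition below 40%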;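 further: 0% = enzyme with no compound and 100% = wells without enzyme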
#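 Material: Human alpha-thrombin protein | Buffer or medium: pH 7.5 Tris-saline with Tween 20 | Reagent: Boc-VPR-AMC substrate, 15 µM final | Schedule: Reaction at ambient temperature | Detection: AMC fluorescence at 355 nm excitation and 460 nm emission | Evaluation: Percent inhibition scaled between no-compound controls and no-enzyme blanks | Controls: no-compound enzyme wells and no-enzyme blanks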
# KCC2 mod: KCC2 cotransporter modulators, thallium flux, primary screen, cell-based, HEK293 KCC2, FluoZin-2 fluorescence, MLSMR; Solute carrier family 12 member 5 (Homo sapiens), Q9H2X9; KCC2 cells, thallium flux FluoZin-2 fluorescence; B-score of Tl+ flux slope (higher = more flux/activation; lower = inhibition) at 10 µM; 2.2% of 190,000 active; AID 1456, 2008;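 active means thallium flux slope and its plate-corrected score both differing from the plate sample mean at a set confidence after two filtering rounds, in either direction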;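 further: slope of fluorescence scaled to starting intensity during 10 to 20 s after thallium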
# 14-3-3 Bad PPI: inhibitors of 14-3-3 zeta/Bad binding, primary screen, biochemical, TR-FRET, bovine 14-3-3 zeta | 0.71% of 220,000 active | AID 781, 2007 | 14-3-3 protein zeta/delta (Bos taurus), P63103 | TR-FRET 14-3-3zeta/Dy647-pBad peptide displacement, 1 h | inhibition, % at 21.7 µM;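 active means inhibition above about 70%, limit read from the data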;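 further: 0% = full 14-3-3 plus peptide FRET controls and 100% = background without 14-3-3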
# Target sequence (P63103 whole entry, looked up): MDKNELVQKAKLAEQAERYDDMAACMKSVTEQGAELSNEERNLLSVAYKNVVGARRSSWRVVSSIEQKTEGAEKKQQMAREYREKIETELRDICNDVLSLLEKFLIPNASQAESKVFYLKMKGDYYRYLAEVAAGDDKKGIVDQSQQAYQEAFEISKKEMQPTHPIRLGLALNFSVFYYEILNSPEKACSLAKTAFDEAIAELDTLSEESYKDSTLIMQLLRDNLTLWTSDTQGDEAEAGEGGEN
# hK5 inh: human KLK5 protease inhibitors, primary screen, biochemical, 1536-well; recombinant hK5, fluorogenic AMC substrate cleavage; inhibition, % at 5 µM; 0.59% of 210,000 active; AID 873, 2007;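 active means inhibition of 40% or more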;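 further: 0% = enzyme controls without compound and 100% = no-enzyme blanks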
# Target sequence (Q9Y337 67-293 limits assumed): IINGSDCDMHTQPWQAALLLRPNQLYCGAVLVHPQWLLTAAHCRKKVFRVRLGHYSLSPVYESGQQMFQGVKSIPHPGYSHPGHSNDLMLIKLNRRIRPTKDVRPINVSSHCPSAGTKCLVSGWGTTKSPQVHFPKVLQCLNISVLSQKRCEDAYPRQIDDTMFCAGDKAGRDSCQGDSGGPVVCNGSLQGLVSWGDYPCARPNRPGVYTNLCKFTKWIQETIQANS
# Rad51 HR inh: human RAD51 strand exchange inhibitors, primary screen, biochemical, fluorescence. DNA repair protein RAD51 homolog 1 (Homo sapiens), Q06609. hRad51 DNA strand exchange, fluorescence dequenching. inhibition, % at 10 µM. 0.085% of 200,000 active. AID 1385, 2008;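 active means inhibition above 40% at the single screening dose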;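 further: 0% = DMSO control wells and 100% = blanks with heterologous ssDNA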
# Target sequence (Q06609 whole entry, looked up): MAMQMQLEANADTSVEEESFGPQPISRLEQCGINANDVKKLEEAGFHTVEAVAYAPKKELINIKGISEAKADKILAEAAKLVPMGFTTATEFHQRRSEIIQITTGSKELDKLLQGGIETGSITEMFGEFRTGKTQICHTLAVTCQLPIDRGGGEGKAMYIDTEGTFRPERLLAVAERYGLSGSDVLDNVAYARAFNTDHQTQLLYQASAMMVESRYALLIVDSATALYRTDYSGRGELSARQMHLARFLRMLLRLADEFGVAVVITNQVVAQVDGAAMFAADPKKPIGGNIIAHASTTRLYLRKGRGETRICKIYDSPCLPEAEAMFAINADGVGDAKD
#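 Material: Human Rad51 nucleoprotein filaments preassembled on unlabelled ssDNA | Also added: Labelled 47-mer dsDNA for strand exchange | Dosing: Single dose, 10 µM final compound | Schedule: 30-min compound preincubation and 15-min exchange, both room temperature | Technique: Fluorescence dequenching at 485/520 nm | Measure: Percent inhibition relative to plate controls and blanks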
# The depositor's hits bear a star; . = no result given; [ ] = another dose, or the depositor's remark.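 How the source made its calls, unless noted: active means inhibition above about 30% (limit read from the data); inactive means the rest.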
no.	SMILES	EBV gp42 block	p47phox inh	eIF4E-4G inh	Furin inhibitor	thrombin 1536	KCC2 mod	14-3-3 Bad PPI	hK5 inh	Rad51 HR inh
1	O=C(CSc1ccc(-c2cccs2)nn1)Nc1ccccc1F	-4	-14	0	-7	-5	-2.9*	-12	-2	-7
2	O=C1NCCCC1C(=O)N/N=C/c1cccc(Cl)c1 (stereo not drawn)	-9	-5	2	-16	-2	0.022	-2	1	-27
3	O=C(CN1C(=O)/C(=C\c2ccc(F)cc2)Oc2ccccc21)N1CCN(c2ccccn2)CC1	12	6	-4	-38	-7	-0.37	8	-22	19
4	Cc1nc(SCC(=O)N2CCN(C(=O)c3ccco3)CC2)c2c(C)c(C)sc2n1	-14	-17	0	-19[20 µM]	0	-0.14	-1	-12	-5
5	Cc1cc(C)cc(NC(=O)CSc2nncn2-c2ccccn2)c1	0	-2	-2	7	-8	.	-6	3	-2
6	Cn1c(CN2CCCC2)nc2cc(NC(=O)COc3ccc([N+](=O)[O-])cc3)ccc21	-15	1	-2	-16	1	-0.18	3[fluorescence artefact?]	12	.
7	Cc1ccc(OCCOC(=O)CCc2nc3ccccc3c(=O)[nH]2)cc1	-4	-3	1	-23	1	-0.41	-17	-8	-92
8	CCN(C(=O)CSc1nnc(NC2CCCCC2)s1)C1CCS(=O)(=O)C1 (stereo not drawn)	-17	-8	0[fluorescence artefact?]	-9[20 µM]	-3	0.2	-4	-7	2
9	Cc1c(NC(=O)/C(C#N)=C/c2ccc(-c3cc(Cl)ccc3Cl)o2)c(=O)n(-c2ccccc2)n1C	-9	-4	-5	-15	-6	-0.48	-2[fluorescence artefact?]	-12	1
10	Cc1cccc(NC(=O)c2ccc(S(=O)(=O)N3CCCCC3)cc2)n1	-7	11	-21	-31	-2	-0.13	-2	4	9
11	CCC(Sc1ccccc1C(=O)O)C(=O)O (stereo not drawn)	0	-2	0	-15[20 µM]	-5	.	0	12	-1
12	CN1N=C(C(=O)N2CCc3c([nH]c4ccccc34)C2c2c(F)cccc2Cl)CCC1=O (stereo not drawn)	9	-5	1	-17	-5	-0.58	-2	-4	.

# (listing goes on)
no.	SMILES	EBV gp42 block	p47phox inh	eIF4E-4G inh	Furin inhibitor	thrombin 1536	KCC2 mod	14-3-3 Bad PPI	hK5 inh	Rad51 HR inh
13	Cc1cc2c(cc1C)N(C(=O)CN1C(=O)c3ccccc3C1=O)C(C)(C)c1ssc(=S)c1-2	6	4	-16	-6	0	.	-8	-6	-3
14	N/C(=N\OC(=O)c1ccco1)c1cccc([N+](=O)[O-])c1	-9	-3	-2	-21	-11	1.6	-6	-2	-1
15	CCOC(=O)c1sc(NC(=O)C(CC)Sc2nccn2C)nc1C (stereo not drawn)	-9	-5	-1	-9	-1	-0.54	-2	0	1
16	CCCc1nc(SCC(=O)N2c3ccccc3CC2C)c2c(C)c(C)sc2n1 (stereo not drawn)	-6	-6	2[fluorescence artefact?]	-15	4	.	6[fluorescence artefact?]	7	-6
17	O=C(NCCC1=CCCCC1)c1ccc2c(=O)n3c(nc2c1)CCCCC3	-17	-10	6[fluorescence artefact?]	-16	-3	-0.00014	0	-1	-7
18	CCN(CC)S(=O)(=O)c1ccc2oc(C(=O)NCc3ccc(F)cc3)c(C)c2c1	-14	-18	4	11	-5	-0.57	-4	-15	-9
19	CCNC(=O)C/C(C)=N/NC(=O)C(=O)Nc1ccc(CC)cc1	-25	-13	0	-24	-1	3.1	-10	7	-11
20	Cc1ccc(/C=C/C(=O)O)cc1S(=O)(=O)N1CCc2ccccc2C1	-10	-7	-1	-17	-5	-0.81	7	0	1
21	CS(=O)(=O)c1ccc2nc(NC(=O)c3ccco3)sc2c1	-16	-2	-3[fluorescence artefact?]	-23	0	1.2	8	-4	2
22	N#CCN1CCN(CC(=O)c2ccc(Br)cc2)CC1	-3	-2	0	0	15	0.047	0	8	-8
23	CCCSc1nsc(NC(=O)CC)n1	-20	-9	-1	-28	9	-0.049	-8	2	-18
24	Cc1ccc(-n2nnnc2SC(C)C(=O)Nc2ccccc2-c2ccccc2)cc1 (stereo not drawn)	6	-1	1	-18	-5	0.35	-1[fluorescence artefact?]	6	0

# New compounds follow.
no.	SMILES	EBV gp42 block	p47phox inh	eIF4E-4G inh	Furin inhibitor	thrombin 1536	KCC2 mod	14-3-3 Bad PPI	hK5 inh	Rad51 HR inh
25	CNC(=O)c1ccccc1NC(=O)c1ccco1	-4	-13	1	-10[20 µM]	1	-0.55	-4	-8	10
26	COc1cccc(-n2nc(C#N)c(Cl)cc2=O)c1	-14	-2	2	-16	-3	.	-14	-2	12
27	COc1ccc(S(=O)(=O)N(C)CC(=O)N2CCCCC2)cc1Cl	-15	-6	1	-9[20 µM]	6	.	1	17	-8
28	O=C(O)c1sccc1OCc1ccccc1	-6	4	-2	-19	1	1	-17	-9	1
29	CCOC(=O)C1=C(C)n2c(s/c(=C/c3cccc([N+](=O)[O-])c3)c2=O)=NC1c1ccc(O)c(OC)c1 (stereo not drawn)	-14	-38	-6[fluorescence artefact?]	-12[20 µM]	-3	0.21	4[fluorescence artefact?]	2	1
30	O=C(CSc1nnc(Cn2nnc3ccccc32)o1)N(Cc1ccc(Cl)cc1)c1ccccc1	-5	-13	6	-9[20 µM]	4	-0.69	5	-3	4
31	COC(=O)Cc1cccc2c(=O)c3ccccc3oc12	-2	1	9	-17	-4	-0.81	13	16	-3
32	Cc1ccccc1NC(=O)Nc1nnc(Cc2ccc([N+](=O)[O-])cc2)s1	-24	3	-4	-14	-1	.	-10	-12	0
33	Cc1cc(=O)[nH]c(SCC(=O)NCCOc2ccccc2)n1	-3	0	7	-19	4	.	12	0	-3
34	CCOc1cc(C)ccc1OCc1nnc(SCC(=O)c2cccc([N+](=O)[O-])c2)n1C	5	-8	10	-7[20 µM]	1	0.23	-3	-35	-10
35	O=C(OCCN=C1NS(=O)(=O)c2ccccc21)c1ccncc1	-16	-9	-3[fluorescence artefact?]	-29[20 µM]	-6	0.64	0	0	2
36	CCc1nnc(NC(=O)CCNC(=O)c2ccccc2Cl)s1	-6	-4	3	-12	4	-1.4	-3	-3	22

# The list continues.
no.	SMILES	EBV gp42 block	p47phox inh	eIF4E-4G inh	Furin inhibitor	thrombin 1536	KCC2 mod	14-3-3 Bad PPI	hK5 inh	Rad51 HR inh
37	O=C1N(c2ccccc2)C(=Nc2ccccc2)SC12CC2	-2	-6	-3	-24	-6	-0.45	0	3	.
38	CC1Cc2ccccc2N1C(=O)CSc1nnc(Cc2ccccc2)n1CCc1ccccc1 (stereo not drawn)	-12	-21	-3	-15[20 µM]	-3	-1.3	4	-17	.
39	O=C(Cc1ccccc1)NC1CCN(S(=O)(=O)c2ccc(C(=O)O)cc2)CC1	-12	-11	-2	-14[20 µM]	-3	0.56	19[fluorescence artefact?]	-7	-7
40	COc1ccc(CCNC(=O)c2cc(-c3ccc(Cl)c(Cl)c3)oc2C)cc1	1	-7	0	-12	-8	1.4	0[fluorescence artefact?]	-1	-12
41	Cc1cc(C)c2c(=O)[nH]n(C3CCCCCC3)c2n1	1	-6	5	-9	-6	-0.95	-7	1	5
42	CC(=O)OC[C@H]1O[C@@H](Sc2cccc3cccnc23)[C@H](OC(C)=O)[C@@H](OC(C)=O)[C@H]1OC(C)=O	-6	13	0	-6	30	2	-2	-12	-6
43	CC(O)[C@H]1CNC(=O)C(=O)N1CC1(c2ccccc2)CC1 (stereo partly drawn)	-17	8	2	-23	-4	-1.2	3	-2	2
44	NCC(O)(c1ccc(Cl)cc1)c1ccc(Cl)cc1	-14	-2	6	-18	-2	0.39	-7	-2	1
45	Nc1c(-c2ccccc2)c(CN2CCOCC2)nn1-c1ccccc1	-5	-1	4	-20	-10	0.58	-2	-2	-5
46	CN(C)CC(C)(C)CNS(=O)(=O)c1cccc2nsnc12	-9	-5	4[fluorescence artefact?]	-10	-5	-0.73	-1	-10	.
47	CC(C)(O)[C@H](O)COc1c2occc2cc2ccc(=O)oc12	-19	-10	2	-10	5	2.3	2	-3	5
48	CC(=O)c1c(C(C)=O)c(C)n(NC(=O)c2ccncc2)c1C	-3	8	-6	-34	2	0.99	-6	2	-2

# The list continues:
no.	SMILES	EBV gp42 block	p47phox inh	eIF4E-4G inh	Furin inhibitor	thrombin 1536	KCC2 mod	14-3-3 Bad PPI	hK5 inh	Rad51 HR inh
49	COc1cc(C(=O)NCCCNc2ccc([N+](=O)[O-])cc2)cc(OC)c1OC	-19	-3	7	17	2	-0.46	6	-12	-4
50	CN1CCN(c2nc(-c3cccnc3)nc3ccccc23)CC1	-11	0	1	-12	3	-0.75	13	-8	-4
51	O=C1C=C(N(CCO)Cc2ccccc2)c2ccccc2C1=O	-14	3	-1	-20	0	-1.2	-5	-1	11
52	CC1CCCCN1C(=O)CSc1nnc(-c2c[nH]c3ccccc23)o1 (stereo not drawn)	-21	-4	0	-16	1	-3.3*	9	5	1
53	Cc1ccc(Cn2c(SCC(=O)Nc3cc(C)on3)nc3ccccc3c2=O)cc1	-22	-11	-20[fluorescence artefact?]	-14	2	.	-10[fluorescence artefact?]	18	1
54	O=c1c2c(-c3cccs3)csc2ncn1-n1cccc1	-13	-7	3	-15[20 µM]	-6	0.013	17	-7	-3

# Ten entries already listed, sorted by molar mass, descending.
no.	SMILES	EBV gp42 block	p47phox inh	eIF4E-4G inh	Furin inhibitor	thrombin 1536	KCC2 mod	14-3-3 Bad PPI	hK5 inh	Rad51 HR inh
42	CC(=O)OC[C@H]1O[C@@H](Sc2cccc3cccnc23)[C@H](OC(C)=O)[C@@H](OC(C)=O)[C@H]1OC(C)=O	-6	13	0	-6	30	2	-2	-12	-6
53	Cc1ccc(Cn2c(SCC(=O)Nc3cc(C)on3)nc3ccccc3c2=O)cc1	-22	-11	-20[fluorescence artefact?]	-14	2	.	-10[fluorescence artefact?]	18	1
49	COc1cc(C(=O)NCCCNc2ccc([N+](=O)[O-])cc2)cc(OC)c1OC	-19	-3	7	17	2	-0.46	6	-12	-4
52	CC1CCCCN1C(=O)CSc1nnc(-c2c[nH]c3ccccc23)o1 (stereo not drawn)	-21	-4	0	-16	1	-3.3*	9	5	1
45	Nc1c(-c2ccccc2)c(CN2CCOCC2)nn1-c1ccccc1	-5	-1	4	-20	-10	0.58	-2	-2	-5
46	CN(C)CC(C)(C)CNS(=O)(=O)c1cccc2nsnc12	-9	-5	4[fluorescence artefact?]	-10	-5	-0.73	-1	-10	.
51	O=C1C=C(N(CCO)Cc2ccccc2)c2ccccc2C1=O	-14	3	-1	-20	0	-1.2	-5	-1	11
50	CN1CCN(c2nc(-c3cccnc3)nc3ccccc23)CC1	-11	0	1	-12	3	-0.75	13	-8	-4
54	O=c1c2c(-c3cccs3)csc2ncn1-n1cccc1	-13	-7	3	-15[20 µM]	-6	0.013	17	-7	-3
44	NCC(O)(c1ccc(Cl)cc1)c1ccc(Cl)cc1	-14	-2	6	-18	-2	0.39	-7	-2	1
